ARNT-TACC3 inh = disrupts binding between human ARNT and TACC3; Q9Y6A5; AlphaScreen His-ARNT PAS-B/GST-TACC3 binding, luminescence; TACC3 fragment carries E629A point mutation; inhibition, % at 9.99 µM; 390,000 tested, 0.66% active; AID 623870;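 active = mean inhibition of replicates at least 50% and at least half of replicates each reaching 50%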;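 note: 0% = complete ARNT plus TACC3 wells and 100% = ARNT alone without TACC3; many hits fall short of the cut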
* marks the source's active call; other numbers are inactive results. An excerpt. The share of hits here may be higher or lower than overall.

smiles	ARNT-TACC3 inh
O=C(NCC(F)(F)F)Nc1nnc(C(F)(F)F)s1	-6.4
Cc1cccc(-c2nc(C#N)c(NC3CCCCC3)o2)c1	-0.7
Cc1cccc(C)c1OCC(O)Cn1c2ccccc2c2ccccc21 (stereo not drawn)	-4.7
CN1CCc2c(sc3c2c(=O)n(-c2ccc(Cl)cc2)c2nncn32)C1	-0.4
CC1=C(C(=O)Nc2ccccc2)C(c2ccco2)NC(=O)N1 (stereo not drawn)	-10.8
Cc1cc(NC(=O)Cn2nnc3sc4c(c3c2=O)CCC(C(C)(C)C)C4)no1 (stereo not drawn)	3.7
Cc1cc(C)c(-n2c(O)c(C=NCCN3CCOCC3)c(=O)[nH]c2=O)c(C)c1	0.0
Cc1cc(Cl)c(S(=O)(=O)NCC2CCCO2)cc1OCC(N)=O (stereo not drawn)	2.3
O=C(C1CCN(S(=O)(=O)c2cccnc2)CC1)N1CCN(c2ccccc2Cl)CC1	0.9
Cn1ccnc1Sc1ccc(/C=N/NC(=O)c2ccccc2[N+](=O)[O-])cc1[N+](=O)[O-]	4.4
O=C1CC(NCc2ccncc2)C(=O)N1c1ccccc1 (stereo not drawn)	33.9
C=CCOc1nc2c(c(=O)n(Cc3ccc(Cl)c(Cl)c3)c(=O)n2C)n1C	-0.9
Cc1cc(C)c2nc(N3CCC(C(=O)N4CCN(C(=O)c5ccco5)CC4)CC3)sc2c1	-3.0
CCOc1nc(-c2ccccc2)ccc1-c1noc(-c2ccncc2)n1	-1.5
CCN(CC)c1ccc(-c2nn3c(-c4ccccc4OC)nnc3s2)cc1	-13.2
O=c1[nH]c2c(s1)C(c1cccnc1)C1C3CCC(C3)C1S2 (stereo not drawn)	2.9
COCC(C)n1c(SCc2nc(N)nc(Nc3ccccc3C)n2)nc2ccccc2c1=O (stereo not drawn)	-2.2
O=C(Nc1ccc(-n2cnnn2)cc1)C1CCCN1C(=O)NC1CCCCC1 (stereo not drawn)	-5.7
O=C(c1cccs1)N1CCOCC1	-3.7
O=C(NCc1cccc(Cl)c1)c1cnccn1	-1.1
COCCn1nnnc1C(c1ccc(C)cc1)N1CCN(Cc2ccc3c(c2)OCO3)CC1 (stereo not drawn)	0.1
O=C(CCc1ccccc1)Nc1ccc2c(c1)C(=O)OC2	-4.9
CCN(C(=O)COC(=O)c1ccccc1Nc1cccc(C)c1C)C1CCS(=O)(=O)C1 (stereo not drawn)	-1.1
CCN(CC)C(=O)CSc1nc2c(sc(=S)n2-c2ccccc2)c(=O)n1Cc1ccco1	5.5
Cc1ccc(C)c(S(=O)(=O)NCc2ccc(C(=O)N3CCC(Cc4ccccc4)CC3)cc2)c1	20.1
COc1ccc(-n2c3c(c(=O)[nH]c2=O)C(C(F)(F)F)(C(F)(F)F)N=C(CC(C)C)N3)cc1	-2.2
O=C(NNC(=O)c1sc2cccc(Cl)c2c1Cl)NC1CCCCC1	1.6
N=c1c(C(=O)NCc2ccc3c(c2)OCO3)cc2c(=O)n3ccccc3nc2n1Cc1cccnc1	-2.6
c1ccc(CCn2nnnc2CN2CCCc3ccccc32)cc1	3.7
O=C(CN1CCN(c2ccc(F)cc2)CC1)Nc1ccc(-n2cnnn2)cc1	-0.7
COC(=O)c1sc(NC(=O)CSc2nnnn2-c2ccc(C)cc2C)nc1C	2.8
Cc1ccc(S(=O)(=O)N(C(=O)c2ccncc2)c2ccc(OC(=O)c3ccncc3)c3ccccc23)c(C)c1	-0.8
CN(C)S(=O)(=O)c1ccc(C(=O)OCc2ccc(C#N)cc2)cc1	-6.2
COc1cc2[nH]c(=O)n(CCC(=O)NC3CCCC3)c(=O)c2cc1OC	-8.5
O=C(N/N=C/c1ccc([N+](=O)[O-])s1)c1cccc(Br)c1	5.5
CC1(C)CC(=O)c2c(nc3ccccc3c2N)C1	-12.1
COc1cc2[nH]c(=O)n(Cc3ccc(C(=O)N4CCC(N5CCCCC5)CC4)cc3)c(=O)c2cc1OC	5.7
Cc1nccn1S(=O)(=O)c1ccc(Br)cc1Br	-0.5
O=C1OC(Nc2ccccn2)c2ccccc21 (stereo not drawn)	-4.5
COc1cc(-c2nc(C(=O)NC3CCN(Cc4ccccc4)CC3)cc3c2[nH]c2ccccc23)cc(OC)c1OC	4.1
N#Cc1cccc2c1-c1ccccc1/C2=N/NC(N)=S	12.7
Cc1ccc(S(=O)(=O)c2c(C)cc(C)nc2Oc2cccc(C)c2C)cc1	-5.4
Cc1ccnc(SCC(=O)Nc2oc(-c3ccccc3)c(-c3ccccc3)c2C#N)n1	-1.8
COC(=O)C1=C(C)N(C)C(C)=C(C(=O)OC)C1c1ccccc1C	-3.4
CCCCC(=O)NCCNC(=O)c1cc(OCC(F)(F)F)ccc1OCC(F)(F)F	-4.1
CCOC(=O)c1ccc(NC(=O)CCc2nc(-c3ccc(Cl)cc3)no2)cc1	1.6
COc1ccc(CCNC(=O)CCN2C(=O)C(C)Oc3ccc(C)cc32)cc1OC (stereo not drawn)	-6.0
COc1cc(C(=O)OCC(=O)Nc2c(F)c(F)c(F)c(F)c2F)cc(OC)c1OC	-0.9
Nc1ccc(C23CC4CC(CC(O)(C4)C2)C3)cc1	5.4
CC(=O)c1cccc(NC(=O)CN2C(=O)C3C4C=CC(C4)C3C2=O)c1 (stereo not drawn)	-3.1

Look-ups from the list.
Cc1cc(NC(=O)Cn2nnc3sc4c(c3c2=O)CCC(C(C)(C)C)C4)no1 (stereo not drawn) in ARNT-TACC3 inh reads 3.7
COCCn1nnnc1C(c1ccc(C)cc1)N1CCN(Cc2ccc3c(c2)OCO3)CC1 (stereo not drawn) in ARNT-TACC3 inh reads 0.1
CN(C)S(=O)(=O)c1ccc(C(=O)OCc2ccc(C#N)cc2)cc1 in ARNT-TACC3 inh reads -6.2
O=C(CCc1ccccc1)Nc1ccc2c(c1)C(=O)OC2 in ARNT-TACC3 inh reads -4.9
Cc1ccc(S(=O)(=O)c2c(C)cc(C)nc2Oc2cccc(C)c2C)cc1 in ARNT-TACC3 inh reads -5.4
O=C(NCc1cccc(Cl)c1)c1cnccn1 in ARNT-TACC3 inh reads -1.1

(list continues)
smiles	ARNT-TACC3 inh
Cn1c2c(c(=O)n(C)c1=O)C(NC(=O)c1ccco1)(C(F)(F)F)C(=O)N2 (stereo not drawn)	-8.2
Cn1ccnc1SCC(=O)Nc1ccccc1	-0.8
COC(=O)c1ccccc1NC(=O)Nc1cnccn1	-10.9
CC1=C(C(=O)Nc2ccccc2)C(c2ccco2)NC(=S)N1 (stereo not drawn)	-2.8
CNc1ncc(C(=O)c2ccc(Cl)cc2)s1	-3.4
CCc1ccc(/C=C2\SC(=S)N(CCCC(=O)Nc3ccccn3)C2=O)cc1	-5.8
CCC(=O)Nc1cc(=O)[nH]c2ncnn12	-3.0
Cc1cc2cc(CN(CCCN3CCOCC3)C(=O)NC3CCCCC3)c(=O)[nH]c2cc1C	-4.9
Cc1ccccc1C(=O)Nc1ccc2c(c1)OCO2	-2.7
COC(=O)c1ccccc1NC(=O)c1ccc(NS(C)(=O)=O)cc1	0.8
Cc1cc(C)nc(SCc2nnc(SCC(=O)Nc3c(C)cccc3C)o2)n1	-8.3
NC(=O)C1CCN(C(=O)CN(c2cccc(C(F)(F)F)c2)S(=O)(=O)c2ccccc2)CC1	1.0
Cc1sc(-c2ccncc2)nc1OC(=O)c1cc(Cl)cc(Cl)c1	-20.8
CN(Cc1ccccc1)S(=O)(=O)c1ccc(Cl)nc1	-12.9
O=C1C2C3c4ccccc4C(c4ccccc43)C2C(=O)N1c1cccc2cccnc12 (stereo not drawn)	-4.7
COc1cc(/C=N/NC(N)=S)ccc1OCC(=O)Nc1ccc(C)c(C)c1	-2.5
COc1ccc(N(CC(=O)Nc2cccc(C)c2)S(=O)(=O)c2c(C)n[nH]c2C)cc1	2.8
CCOC(=O)C1CCN(S(=O)(=O)c2ccc(OCC)cc2)CC1	-12.9
Cn1c(Oc2ccccc2)c(C=O)c2ccccc21	-5.6
CSc1nc(Oc2ccc(C)cc2)cc(C(F)(F)F)n1	-3.6
Cc1cc(C)n(-c2nc3ccccc3n3nnnc23)n1	0.1
CC1(C)CC(=O)C=C(OC(=O)c2ccc(Cl)cc2)C1	-3.5
O=C(N/N=C/c1c[nH]c2ccc(Br)cc12)c1ccn(Cc2ccc(Cl)cc2)n1	0.4
CCCCCCn1c(N2CCN(c3cccc(Cl)c3)CC2)nc2c1c(=O)[nH]c(=O)n2C	-4.9
O=C(NC(C(=O)c1ccccc1)N1CCCCC1)c1ccccc1 (stereo not drawn)	23.5

Of the compounds above, 6 contain a CF3 group:
smiles	ARNT-TACC3 inh
O=C(NCC(F)(F)F)Nc1nnc(C(F)(F)F)s1	-6.4
COc1ccc(-n2c3c(c(=O)[nH]c2=O)C(C(F)(F)F)(C(F)(F)F)N=C(CC(C)C)N3)cc1	-2.2
CCCCC(=O)NCCNC(=O)c1cc(OCC(F)(F)F)ccc1OCC(F)(F)F	-4.1
Cn1c2c(c(=O)n(C)c1=O)C(NC(=O)c1ccco1)(C(F)(F)F)C(=O)N2 (stereo not drawn)	-8.2
NC(=O)C1CCN(C(=O)CN(c2cccc(C(F)(F)F)c2)S(=O)(=O)c2ccccc2)CC1	1.0
CSc1nc(Oc2ccc(C)cc2)cc(C(F)(F)F)n1	-3.6

A draw from above in order of molar mass, lowest first.
smiles	ARNT-TACC3 inh
Cn1ccnc1SCC(=O)Nc1ccccc1	-0.8
Cc1ccccc1C(=O)Nc1ccc2c(c1)OCO2	-2.7
CN(Cc1ccccc1)S(=O)(=O)c1ccc(Cl)nc1	-12.9
COc1ccc(N(CC(=O)Nc2cccc(C)c2)S(=O)(=O)c2c(C)n[nH]c2C)cc1	2.8

(listing goes on)
> CCCCOC(=O)Nc1nc2ccc(OC)cc2s1
  ARNT-TACC3 inh: -0.3
> CC(C)OC(=O)CN1CCN(S(=O)(=O)c2cc(Cl)ccc2Cl)CC1
  ARNT-TACC3 inh: -1.7
> CC1CN(C(=O)CCN2C(=O)c3ccccc3C2=O)CC(C)O1 (stereo not drawn)
  ARNT-TACC3 inh: -6.3
> Cc1ccc(/C(O)=C2\C(=O)C(=O)N(CCN(C)C)C2c2ccccc2F)cc1 (stereo not drawn)
  ARNT-TACC3 inh: 1.2
> CC(=O)CN1Cc2ccccc2/C1=N\C(=O)Nc1ccccc1
  ARNT-TACC3 inh: -9.4
> Cc1ccc(S(=O)(=O)NC(=O)c2cc(C)n(CCCn3ccnc3)c2C)cc1
  ARNT-TACC3 inh: 52.6*
> O=C(CSc1nc(-c2ccco2)cc(C(F)(F)F)n1)N1CCSCC1
  ARNT-TACC3 inh: 0.5
> COc1ccc(NS(=O)(=O)c2ccc(NC(=S)NC(=O)C(C)C)cc2)cc1
  ARNT-TACC3 inh: -4.0
> Cc1nc(NC(C)C)c2oc3ccccc3c2n1
  ARNT-TACC3 inh: 9.6
> COc1ccc2c(c1)cc(C(=O)O)n2C
  ARNT-TACC3 inh: 0.1

> O=C(COc1ccc(Cl)cc1Cl)Nc1ccc2nc3n(c(=O)c2c1)CCCC3
  ARNT-TACC3 inh: 5.7
> CCCCCOc1ccc(NS(C)(=O)=O)cc1
  ARNT-TACC3 inh: 0.5
> CC1=NOC(=O)/C1=C\c1ccc(-c2cccc(Cl)c2)o1
  ARNT-TACC3 inh: -8.4
> C=CCOc1ccc(C2C(C#N)=C(N)N(Nc3ccccc3)C3=C2C(=O)CCC3)cc1OC (stereo not drawn)
  ARNT-TACC3 inh: -1.1
> COc1cccc(N2CCN(C3CC(=O)N(c4ccc(Cl)cc4)C3=O)CC2)c1 (stereo not drawn)
  ARNT-TACC3 inh: 0.1
> CC(=NCCN1CCNCC1)C1=C(O)CC(C)(C)CC1=O
  ARNT-TACC3 inh: 0.6
> C=CCn1c(SCC(=O)Nc2sc(C)c(C)c2C(=O)OCC)nnc1-c1sc(N)nc1C
  ARNT-TACC3 inh: -1.5
> O=C(c1ccc(F)cc1)N1CCCCC(Sc2nnnn2-c2ccccc2)C1=O (stereo not drawn)
  ARNT-TACC3 inh: -0.1
> CC(=O)N1CCN(c2ccc([N+](=O)[O-])c(NCC3CCCO3)c2)CC1 (stereo not drawn)
  ARNT-TACC3 inh: 7.8
> Cn1c(=O)c2c(ncn2CC(=O)NCc2cccnc2)n(C)c1=O
  ARNT-TACC3 inh: -16.6

A second format for part of the listing above:
ARNT-TACC3 inh | Structure
-1.1 | C=CCOc1ccc(C2C(C#N)=C(N)N(Nc3ccccc3)C3=C2C(=O)CCC3)cc1OC (stereo not drawn)
0.1 | COc1cccc(N2CCN(C3CC(=O)N(c4ccc(Cl)cc4)C3=O)CC2)c1 (stereo not drawn)

(cont.)
> CC1CN(CCCCOc2ccc(C(C)C)cc2)CC(C)O1 (stereo not drawn)
  ARNT-TACC3 inh: -8.3
> CCn1c(=O)c(CCC(=O)N2CCOCC2)c(C)c2c(C)nn(-c3ccccc3)c21
  ARNT-TACC3 inh: -3.9
> Cc1ccc(CSC2=CS(=O)(=O)c3ccccc3N2)cc1
  ARNT-TACC3 inh: -4.4
> CC1(C)CC(=O)c2cn3nc(C(F)(F)F)nc3nc2C1
  ARNT-TACC3 inh: 5.5
> CCOC(=O)CN1C(=O)C(O)(CC(=O)c2ccc3c(c2)CCCC3)c2ccccc21 (stereo not drawn)
  ARNT-TACC3 inh: 0.1
> CCCCCOC(=O)CSc1nnc(-c2ccccc2)c(=O)[nH]1
  ARNT-TACC3 inh: -6.3
> O=c1[nH]c2ccccc2nc1NCCN1CCOCC1
  ARNT-TACC3 inh: -0.1
> O=C(c1oc2ccccc2c1N1CCCCC1)N1CCCCC1
  ARNT-TACC3 inh: 40.1
> CC(NC(=O)CCl)c1ccc(Cl)c(Cl)c1 (stereo not drawn)
  ARNT-TACC3 inh: 0.4
> Cc1ccc(-n2ncc3c(Nc4cccc(C(=O)O)c4)ncnc32)cc1
  ARNT-TACC3 inh: 20.2

Screening data: PubChem BioAssay, Broad Institute
